NCI-60 one-dose screen, 48 h, at 10 µM unless noted. Numbers give growth in % (100 = growth as untreated, 0 = no growth, -100 = all killed).
HL-60(TB) – HL-60(TB) leukemia cells; 78,000 tested, 9% active; AID 1794776; active means growth percent below 10
* marks the source's active call; other numbers are inactive results; & = joins results of further samples; [ ] = another dose, or the depositor's remark. The list is partial. The share of hits here may be higher or lower than overall.

CC(C(=O)c1ccccc1)c1ccccc1 (stereo unspecified)
- HL-60(TB): 88
CCSC(SCC)C(OC(C)=O)C(OC(C)=O)C(OC(C)=O)C(COC(C)=O)OC(C)=O (stereo unspecified)
- HL-60(TB): 97
C/C(=C\c1ccc(OCC(=O)O)c2ccccc12)[N+](=O)[O-]
- HL-60(TB): 37
CC(C)CCON=O
- HL-60(TB): 100
CS(C)(NC(N)=O)OS(=O)(=O)O
- HL-60(TB): 113
CCN(CC)S(=O)(=O)c1ccc(N)cc1
- HL-60(TB): 98
Cc1cc(NC(=O)CCc2ccc(N3C(N)=NC(N)=NC3(C)C)cc2)ccc1S(=O)(=O)F
- HL-60(TB): 13
COC(=O)Cn1c2c(c3c(OC)cccc31)C(=O)c1ccccc1-2
- HL-60(TB): 76
O=C(NC1=CC(=O)c2ccccc2C1=O)c1ccccc1
- HL-60(TB): -31*
Cc1cc(O)c(C(C)C)cc1N=O
- HL-60(TB): 66

CCCCc1nc2c(N)nc3ccccc3c2n1Cc1ccc(CN)cc1
- HL-60(TB): 113
CCOC(=O)c1cnn(CC(C)O)c1NC(=O)NCc1ccccc1C(F)(F)F (stereo unspecified)
- HL-60(TB): 58
Cc1cnc(CN(C)C[C@H]2Cc3c(cccc3N3CCNCC3)CN2)c(C)c1
- HL-60(TB): 71
CC(CC(C#N)NCCNC(C#N)CC(C)CC(C)(C)C)CC(C)(C)C (stereo unspecified)
- HL-60(TB): 99
NC(=O)CN(CC(N)=O)CC(N)=O
- HL-60(TB): 86
Cc1ccc(=O)n(-c2ccc(Br)cc2F)c1
- HL-60(TB): 106
O=C(Nc1ccc(Nc2ncnc3sc4c(c23)CCOC4)cc1)Nc1ccc(Cl)c(C(F)(F)F)c1
- HL-60(TB): 99
COc1cc(C(C)(C)C)cc(CN(C)C)c1O
- HL-60(TB): 105
O=C(CSc1nc2ccccc2[nH]1)Nc1ccccc1Cl
- HL-60(TB): 100
CO/N=C(/C(=O)NC1C(=O)N2C(C(=O)O)=C(CSc3nnnn3C)CSC12)c1csc(N)n1 (stereo unspecified)
- HL-60(TB): 142

COc1ccccc1NC1=NCCS1
- HL-60(TB): 103
O=C1Nc2ccccc2C12Nn1c(CSC(SCc3nnc4n3NC3(O4)C(=O)Nc4ccccc43)c3ccccc3)nnc1O2 (stereo unspecified)
- HL-60(TB): 89
N#Cc1c(-c2ccc(Cl)cc2)nc(SCC(=O)NNc2ncnc3ccccc23)[nH]c1=O
- HL-60(TB): 106
CN(C)Cc1cc(Cc2ccccc2)cc(C2CCCCC2)c1O
- HL-60(TB): 109
COc1ccc(S(=O)(=O)NCCNc2nccc(-c3c(-c4cccc([N+](=O)[O-])c4)nc4sccn34)n2)cc1
- HL-60(TB): 110
C#Cc1nc(C2=C(C)C(=O)/C(=N/OC(C)=O)C2)cs1
- HL-60(TB): 20
N#CCCP(CCC#N)CCC#N
- HL-60(TB): 110
CC1=C(C(=O)c2cnccn2)C(c2ccc(F)cc2)NC(=O)N1 (stereo unspecified)
- HL-60(TB): 108
COc1ccc(-c2noc(CN3CCN(c4ccccc4OC)CC3)n2)cc1OC
- HL-60(TB): 98
[O-]/[N+](=C\C=C\c1ccccc1)c1ccccc1
- HL-60(TB): 82

Six entries from above, with tabs:
SMILES	HL-60(TB)
O=C1Nc2ccccc2C12Nn1c(CSC(SCc3nnc4n3NC3(O4)C(=O)Nc4ccccc43)c3ccccc3)nnc1O2 (stereo unspecified)	89
N#Cc1c(-c2ccc(Cl)cc2)nc(SCC(=O)NNc2ncnc3ccccc23)[nH]c1=O	106
CN(C)Cc1cc(Cc2ccccc2)cc(C2CCCCC2)c1O	109
COc1ccc(S(=O)(=O)NCCNc2nccc(-c3c(-c4cccc([N+](=O)[O-])c4)nc4sccn34)n2)cc1	110
C#Cc1nc(C2=C(C)C(=O)/C(=N/OC(C)=O)C2)cs1	20
N#CCCP(CCC#N)CCC#N	110

New compounds follow:
CCCCC(C(C)=O)C(=O)CC (stereo unspecified)
- HL-60(TB): 113
CC(=O)N1CCc2nc3ccccc3cc21
- HL-60(TB): 88
CCCC/C=C(\C)C(C#N)(CC)C(=O)OC (stereo unspecified)
- HL-60(TB): 114
NCCNCCCCCCCCCCCCOS(=O)(=O)O
- HL-60(TB): 101
CCCCCCOC(=O)CCC1CCCCC1
- HL-60(TB): 100
O=C(O)c1cccc(=O)[nH]1
- HL-60(TB): 98
Cc1cc2[nH]c(=O)c3c4cccnc4cn3c2cc1C
- HL-60(TB): 107
Cc1cnc(SCc2ccc(F)cc2)nc1N(C)C
- HL-60(TB): 108
O=C(c1ccccc1)c1ccc[n+](CCc2c[nH]c3ccccc23)c1
- HL-60(TB): 98
O=C(NS(=O)(=O)c1ccc2ccccc2c1)n1ccc2c(Cl)ccnc21
- HL-60(TB): 104

Clc1cccc(-c2ccc(OCCCN3CCN(c4ccncc4)CC3)cc2)c1
- HL-60(TB): -54*
COc1ccc(/C=C2\N=C(C)N(CCc3ccc(S(=O)(=O)NC(=S)NCc4ccccc4)cc3)C2=O)cc1
- HL-60(TB): 74
CC(N)C(O)c1ccc(O)cc1 (stereo unspecified)
- HL-60(TB): 95
CCCCCCCCCCCCNC(=O)[C@H]1CSC(c2ccc(OC)c(F)c2)N1 (stereo partly specified)
- HL-60(TB): -70*
O=C1NCCN(C(C(=O)NC23CC4CC(CC(C4)C2)C3)c2c[nH]c3ccccc23)C(=O)c2ccccc21 (stereo unspecified)
- HL-60(TB): 76
Cc1ccccc1CC1c2[nH]c3ccccc3c2CCN1C (stereo unspecified)
- HL-60(TB): 92
Cc1nn(-c2cccc([N+](=O)[O-])c2)c(C)c1N=Nc1ccc(Br)cc1
- HL-60(TB): 111
O=C(CSc1cc[n+](CCCCCCF)c2ccccc12)n1ccc2ccccc21
- HL-60(TB): 102
Cc1nn(-c2ccc(Cl)cc2)c(=O)n1CCn1nnc(-c2ccn(-c3ccc(Cl)cc3)n2)n1
- HL-60(TB): 75
Cc1nn(-c2ccc([N+](=O)[O-])cc2)c(C)c1N=Nc1ccc(Br)cc1
- HL-60(TB): 74

CCCOC(=O)c1c(C)n(C)c2scc[n+]12
- HL-60(TB): 93
CNCc1ccccc1CN(CC(=O)Nc1ccc2c(c1)CC1(C2)C(=O)Nc2ncccc21)C(=O)C(C)(C)C (stereo unspecified)
- HL-60(TB): 100
CC(=O)CC(C)(C)NC(=S)Nc1ccc(C)cc1
- HL-60(TB): 99
Cn1ccnc1C(=O)/C=C/c1ccc(CC(=O)Nc2c(F)c(F)c(F)c(F)c2F)cc1
- HL-60(TB): 39
Cc1ccnc(NS(=O)(=O)c2ccc(N=Nc3c(N)[nH]c(=S)[nH]c3=O)cc2)n1
- HL-60(TB): 107
CCS(=O)(=O)Oc1ccc(C(=O)CC2(O)C(=O)Nc3ccccc32)cc1 (stereo unspecified)
- HL-60(TB): 104
CCCCCCC[C@@H](O)CC(=O)N[C@@H](CC(C)C)C(=O)N[C@@H](CC(C)C)C(=O)N[C@H](CCC(N)=O)C(=O)N[C@@H](CC(C)C)C(=O)N[C@H](CO)C(=O)N[C@H](C(=O)N[C@H](CC(C)C)C(=O)N[C@@H](CC(C)C)C(=O)O)C(C)C
- HL-60(TB): 97
O=c1nc(/C=C/c2cn[nH]c2-c2ccc(Cl)cc2)cc(C(F)(F)F)[nH]1
- HL-60(TB): 60
CC(C)(C)OC(=O)NC1CCN(c2ccc3nnc(Cl)n3n2)CC1
- HL-60(TB): 90
CCCOC(=O)CC(CC(=O)OCCC)(OC(C)=O)C(=O)OCCC
- HL-60(TB): 90

O=C1/C(=C/C2=Cc3ccccc3OC2)SC(=S)N1c1ccc(F)cc1
- HL-60(TB): 95
N/C=c1\sc2ncnn2c1=O
- HL-60(TB): 71
Cc1ccc(S(=O)(=O)n2cc(/C=C3\C(=O)N(c4c(Cl)cccc4Cl)c4ccccc43)c3ccccc32)cc1
- HL-60(TB): 79
O=C(Cc1ccccc1)NS(=O)(=O)c1ccccc1
- HL-60(TB): 110
Nc1ccc2c(c1)Cc1cc(Cl)c(Cl)cc1-2
- HL-60(TB): 53
COc1ccc(C2SCC(=O)Nc3c2c(C)nn3-c2nc3ccc(C)cc3s2)cc1O (stereo unspecified)
- HL-60(TB): 3.8*
CC1CC2(CC(CN(C3CCCCC3)C3CCCCC3)OC2=O)C(=O)O1 (stereo unspecified)
- HL-60(TB): 109
Cc1ccc2c(c1)=C/C(=C\c1cc(-c3ccccc3)[nH]c1O)C(=O)N=2
- HL-60(TB): -4.3*
N/C(=N\C(N)=N\c1nc2ccccc2s1)c1ccc(C(F)(F)F)cc1
- HL-60(TB): 54
NNC(=O)CC(=O)Nc1cccc(Cl)c1
- HL-60(TB): 103

COc1cc(-c2nc(-c3nnc(-c4ccc(Cl)cc4)o3)c3ccccn23)cc(OC)c1OC
- HL-60(TB): 69
CO[C@H]1[C@H](n2ccc(=O)[nH]c2=O)O[C@](F)(CO)[C@H]1O
- HL-60(TB): 100
O=S(=O)(Oc1ccc(/C=N/NC(=S)Nc2ccccc2)cc1)C(F)(F)C(F)(F)C(F)(F)C(F)(F)C(F)(F)C(F)(F)C(F)(F)C(F)(F)F
- HL-60(TB): 107
CC(C)(C)CC(C)(C)NCC(O)COc1ccc(Cl)cc1Cl (stereo unspecified)
- HL-60(TB): 98
Nc1cccc(-c2nc(N3CCOCC3)c3c4c(sc3n2)CCCC4)c1
- HL-60(TB): 80
C/C=C/C(=O)Nc1ccc(Cl)c(Cl)c1
- HL-60(TB): 96
CCCOc1ccc(C(=O)OCCNCC)cc1N
- HL-60(TB): 120
CCCCN(CCCC)CCCCCCCCC(O)c1cc2ccccc2c2ccccc12 (stereo unspecified)
- HL-60(TB): 28
CN(CCCOS(C)(=O)=O)CCCOS(C)(=O)=O
- HL-60(TB): 83
O=C(Nc1ccc(NCCN2CCOCC2)nc1)c1ccc([N+](=O)[O-])cc1
- HL-60(TB): 127

COc1cc(C2CC(c3cc(OC)c(OCCCOc4ccc(-n5c(/C=C/c6ccccc6)nc6ccccc6c5=O)cc4)c(OC)c3)=NO2)cc(OC)c1OC (stereo unspecified)
- HL-60(TB): 119
Ic1ccc(OCCCCn2ccnc2)cc1
- HL-60(TB): 3.6*
CCOC(=O)c1c(N)sc(-c2nc3ccccc3s2)c1C
- HL-60(TB): 103
O=C(CCl)Oc1ccc(OC(=O)CCl)cc1
- HL-60(TB): 8.8*
COc1cccc(/C=N/NC(=O)c2ccc3nc(-c4ccc(Cl)cc4)[nH]c3c2)c1O
- HL-60(TB): -43*
CC(C)(C)n1cc(-c2ccnc(NCCNS(=O)(=O)c3ccc(F)cc3)c2)c(-c2cccc(O)c2)n1
- HL-60(TB): 47
O=C1OC(=O)C2C3CCCCC3=C3CCCCC3C12 (stereo unspecified)
- HL-60(TB): 95
CC(C)CCC(CCC(C)C)NCC(C)O (stereo unspecified)
- HL-60(TB): 117
CCOC(=O)C1=C(C)NC(=O)NC1CCc1ccccc1 (stereo unspecified)
- HL-60(TB): 101
O=C1/C(=C/c2cccc3cnccc23)Cc2cc(F)ccc21
- HL-60(TB): 105

CCCCc1nc(Cl)c(C2CC(c3ccc(Cl)cc3)=NN2C=O)[nH]1 (stereo unspecified)
- HL-60(TB): 92
CC(=O)Nc1nc(-c2n[nH]c(=S)n2-c2ccccc2)cs1
- HL-60(TB): 75
N#Cc1ccc(C(=O)CSc2nccc(Nc3ccc(S(=O)(=O)Nc4nccs4)cc3)n2)cc1
- HL-60(TB): 99
COC(=O)N1CCc2cc(OC)c(OC)cc2C1CC1(O)CCCCC1 (stereo unspecified)
- HL-60(TB): 76[100 µM]
O=C(CC1(O)C(=O)Nc2ccc(Br)cc21)c1ccccc1 (stereo unspecified)
- HL-60(TB): 61
Nc1ccc2cc(S(=O)(=O)O)ccc2c1
- HL-60(TB): 101&112
Cc1ccc(C(=O)CCl)c(C)c1
- HL-60(TB): 88
Cc1ccc(S(=O)(=O)Oc2cc(OS(=O)(=O)c3ccc(C)cc3)cc(OS(=O)(=O)c3ccc(C)cc3)c2)cc1
- HL-60(TB): 107
N#CC12C(=O)NC(=O)C1(C#N)C21CCCC1 (stereo unspecified)
- HL-60(TB): 84
CC1CC(=O)C(C(C2=C(O)CC(C)CC2=O)c2ccccc2)=C(O)C1 (stereo unspecified)
- HL-60(TB): 95

COC(=O)CCOc1ccccc1
- HL-60(TB): 102
O=C(COc1ccc(NC(=O)Nc2ccc(Cl)c(Cl)c2)cc1)N=Nc1c(O)[nH]c2ccc(Cl)cc12
- HL-60(TB): -23*
O=C1NC(=O)N2CCCC12 (stereo unspecified)
- HL-60(TB): 108
CCN1CCN(CC(=O)Nc2nc3ccc(NCc4ccc(Br)cc4)cc3s2)CC1
- HL-60(TB): 20
CSc1nc2ccc(C)cc2cc1/C=C1/C=C(c2ccccc2)NC1=O
- HL-60(TB): 87
COC(=O)C1Cc2c([nH]c3ccccc23)C2CCC(=O)N12 (stereo unspecified)
- HL-60(TB): 122&130
CCOC(=O)c1ccc(Nc2ccnc(SCC(=O)c3ccc(C(F)(F)F)cc3)n2)cc1
- HL-60(TB): 100
O=C(O)c1ccc(-n2cc(/C=N/Nc3ccccc3)c(-c3cc4ccccc4oc3=O)n2)cc1
- HL-60(TB): 97
O=C(Nc1nccs1)c1noc2ccccc12
- HL-60(TB): 95
COC(=O)[C@@H](C)C[C@H](Cc1ccc(F)cc1)NC(=O)c1csc([C@@H](C[C@H](C(C)C)N(C)C(=O)[C@@H](NC(=O)[C@H]2CCCCN2C)C(C)C)OC(C)=O)n1
- HL-60(TB): -38*

CN1CCN(c2cc(Nc3cc(C4CC4)[nH]n3)nc(Nc3ccc(CC(=O)NCc4cccc(F)c4)cc3)n2)CC1
- HL-60(TB): 20
CCOc1ccc(-c2nnc(C3CC(NC(=O)c4cccc5nccnc45)C3)n2-c2ccccc2F)nc1 (stereo unspecified)
- HL-60(TB): 106
CCCC[N+](C)(N)CCCC
- HL-60(TB): 104
O=C(/C=C/c1ccccc1)c1ccc(B(O)O)cc1
- HL-60(TB): 90
CC(=O)CS(C)(=O)=O
- HL-60(TB): 100
c1ccc(Nc2nc(-c3ccccn3)cs2)nc1
- HL-60(TB): 1.6*
Cc1ccc(Oc2nc3ccccc3cc2-c2nnc(COc3ccccc3)o2)cc1
- HL-60(TB): 95
NC(=O)C1(Nc2ccc(Br)cc2)CCCC1
- HL-60(TB): 95
N#Cc1c(-c2ccccc2)cc(-c2ccccc2)n(Cc2ccc(C(=O)NO)cc2)c1=O
- HL-60(TB): 103
O=C(CN1CCn2c(nnc2C(F)(F)F)C1)Nc1nc2ccc(F)cc2s1
- HL-60(TB): 102

From PubChem
